Screens from PubChem BioAssay.
RmlCD inh 1536: M. tuberculosis RmlC/RmlD coupled enzyme inhibitors, primary screen, biochemical, compound mixtures, 384-well, from 1536-well plates. actives 0.03% (n = 160,000). dTDP-4-dehydrorhamnose reductase (Mycobacterium tuberculosis (strain ATCC 25618 / H37Rv)) …. inhibition, % at 3.6 µM. AID 1533, 2009. RmlC+RmlD coupled enzyme assay, percent inhibition; primary screen in compound mixtures; in the data active means inhibition mostly above about 34%, no sharp cut-off; further: some results filed as inactive read as strong as hits
Target sequence (P9WH09 whole entry, looked up): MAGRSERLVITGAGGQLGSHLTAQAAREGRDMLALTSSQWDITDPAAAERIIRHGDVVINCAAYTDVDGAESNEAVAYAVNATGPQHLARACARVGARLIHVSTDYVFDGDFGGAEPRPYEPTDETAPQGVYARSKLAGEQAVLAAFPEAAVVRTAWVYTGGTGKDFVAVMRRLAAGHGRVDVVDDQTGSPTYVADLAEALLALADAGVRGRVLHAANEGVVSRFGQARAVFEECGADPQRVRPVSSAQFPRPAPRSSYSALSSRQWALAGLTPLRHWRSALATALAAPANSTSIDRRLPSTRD
Target sequence (P9WH11 whole entry, looked up): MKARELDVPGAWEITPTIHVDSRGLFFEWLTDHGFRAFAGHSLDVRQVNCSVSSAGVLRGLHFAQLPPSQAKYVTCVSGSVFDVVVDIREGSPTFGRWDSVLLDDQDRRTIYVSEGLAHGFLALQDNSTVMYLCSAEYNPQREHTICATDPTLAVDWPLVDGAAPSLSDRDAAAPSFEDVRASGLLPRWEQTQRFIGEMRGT
M. tuberculosis GlmU: inhibition of mycobacterial GlmU enzyme – biochemical, glucosamine-1-phosphate acetyltransferase (AID 1376); actives 0.25% (n = 220,000); Bifunctional protein GlmU (Mycobacterium tuberculosis (strain ATCC 25618 / H37Rv)); inhibition, %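 (tested at 30 µM in the primary screen)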; hits with a dose series show IC50 in µM; M. tuberculosis GlmU acetyltransferase enzyme assay; higher % means a stronger effect; in the data active means inhibition above about 13%;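 further: 0% = complete reaction with vehicle and 100% = reaction without substrate; strong numbers were not always called active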
Active calls of the source: *; . = not tested or not shown. Not all compounds are listed. The share of hits here may be higher or lower than overall.

Each structure is followed by: RmlCD inh 1536	M. tuberculosis GlmU
> CCc1ccc2c(c1)C(NC(C)=O)C(=O)N2CC (stereo not given)
  .	5.9%
> O=C(c1ccccc1F)c1cn(Cc2ccc(F)cc2)c2ccccc12
  23.5	-0.3%
> C/C(=N\NC(=O)c1cccc(S(=O)(=O)N2CCOCC2)c1)c1cc2ccccc2o1
  .	1.5%
> O=C(N/N=C/c1ccco1)c1cc(-c2ccc(Br)s2)[nH]n1
  -17.9	2.0%
> O=C(NCC1CCCO1)C1c2ccccc2C(=O)N1C1CCCCCCC1 (stereo not given)
  23.9	.
> Nc1cc(Cl)ccc1N1CCCC1
  4.6	1.0%
> CCOc1cc(S(=O)(=O)N2CCCCC2)ccc1Cl
  -2.7	-1.0%
> Fc1ccc(Cn2c(SCc3ccc(F)c(F)c3)nnc2C(F)(F)F)cc1
  12.0	1.2%
> Cc1ccc(S(=O)(=O)C(F)(F)F)cc1NC(=O)c1cccnc1
  .	1.0%
> OC(CNC1CCCCC1)COCCOc1ccc(Br)cc1 (stereo not given)
  2.4	-0.7%
> COc1ccc(-c2csc(N3C(=O)CNC3=S)n2)cc1
  2.3	-0.6%
> CNS(=O)(=O)c1cc(Cl)ccc1Sc1ccccc1C(=O)O
  9.2	3.1%
> Cc1ccc(N(C(=O)c2ccccc2Cl)C2=NC(C)CS2)c(C)c1 (stereo not given)
  -7.9	-4.0%
> O=c1cc(CNc2cc(Cl)ccc2Cl)nc2sccn12
  -5.4	1.2%
> C=CCC(c1ccccc1F)N(CCN1CCOCC1)C(=O)Nc1cccc(Cl)c1 (stereo not given)
  -0.4	-1.9%
> Cc1cc(NC(=O)CSc2nc(CCC3CCCC3)nc3ccccc23)no1
  12.7	9.2%
> CCOC(=O)c1cc(Br)c(=O)n2ccccc12
  -6.3	.
> O=C(N/N=C/c1ccccc1)c1c(O)c2ccccc2[nH]c1=O
  15.9	-7.2%
> O=C1Nc2ccc(S(=O)(=O)NCc3ccco3)c3cccc1c23
  .	0.6%
> O=C(N1CCOCC1)C12CC3CC(C1)CC(c1ccccc1)(C3)C2
  7.5	-0.6%
> Cc1c2c(c(C)n1C)C(C(=O)NC1CCCCC1)N(Cc1ccccc1)C2=O (stereo not given)
  14.9	-1.9%
> O=C(O)C1=C[C@@H](c2ccc3c(c2)OCO3)C[C@@H](OCCCCO)O1
  .	3.9%
> COc1ccc(-n2cc(CNC3CCOCC3)c(-c3cccc(F)c3)n2)cc1
  .	-0.2%
> Cc1ccc(NC(=O)COC(=O)CCC(=O)c2cccs2)cc1C
  -10.9	-2.3%
> CCC(CC)NC1CCCCC1OC (stereo not given)
  1.3	7.3%
> Cc1cc(C)c(OCCCCN2CCC(C)CC2)c(Br)c1
  -0.7	-5.7%
> Cc1cc([N+](=O)[O-])nn1Cc1ccccc1F
  4.5	-0.7%
> CCC(=O)NC(=S)Nc1ccccc1OC
  9.2	-0.2%
> O=C(Nc1ccc(F)cc1)C(=O)C1C(=O)Nc2ccccc21 (stereo not given)
  -7.7	7.0%
> c1coc(Cn2c(SCc3nc4ccccc4[nH]3)nnc2-c2cccs2)c1
  -4.0	6.5%
> CC(=O)C1=C(O)C(=O)N(CCN2CCOCC2)C1c1ccccc1 (stereo not given)
  -3.4	-1.2%
> O=C1OC(c2ccccc2)=C/C1=C\N1CCOCC1
  8.6	1.3%
> O=C(Nc1nc(-c2ccc(Cl)cc2)cs1)c1cccnc1
  .	-2.3%
> CC(OCC(O)CNCC1COc2ccccc2O1)c1ccc(Cl)cc1 (stereo not given)
  -3.9	-3.1%
> C/C=C(\C)C(=O)Nc1cccc(C2=NOC3(C2)C[C@@H](C(N)=O)N(C(=O)c2ccccc2C(=O)c2ccccc2)C3)c1 (stereo not given in full)
  10.3	-1.6%
> COC(=O)c1ccc(C)c(NC(=O)c2nn(C)c(=O)c3ccccc23)c1
  .	-0.8%
> Cc1ccc(C(C)C)c(OCC(=O)N/N=C/c2ccc(S(=O)(=O)O)o2)c1
  -5.3	-5.8%
> C/C(=N\NC(=O)Cn1nc(C)c([N+](=O)[O-])c1C)c1ccc(O)cc1
  -9.2	6.7%
> Cc1ccc(Nc2nc(-c3c(C)nc4ccccn34)cs2)cc1
  6.7	-0.4%
> CC(=O)Nc1ccc(NC(=O)C/C(C)=N/NC(=O)C(=O)N2CCCC2)cc1
  .	4.5%
> N#Cc1ccsc1NC(=O)c1cnccn1
  .	1.5%
> O=C(CCS(=O)(=O)c1cccc2nsnc12)N1CCN(c2ccccc2F)CC1
  .	2.8%
> COC(=O)C1=C(C)C(c2ccc(OC)cc2)NC(=O)N1 (stereo not given)
  3.8	8.7%
> COc1ccc(NC(=O)c2ccccc2[N+](=O)[O-])cc1OC
  7.3	2.4%
> Cc1cccc(/C=N/NC(=O)c2ccc(Br)cc2)c1
  .	3.1%
> Cc1ccc2c(c1)NC(=O)C(CC(=O)NCCCN1CCN(C3CCCCC3)CC1)O2 (stereo not given)
  8.6	6.3%
> Cc1c(C(=O)O)sc(S(=O)(=O)N2CCNCC2)c1C(=O)O
  16.9	-0.9%
> O=c1c2ccccc2nc2c3ccccc3c3nncn3n12
  7.1	0.2%
> CC1CCCCN1CCNC(=O)c1cc2c(=O)n(C)c3ccccc3c2n1C (stereo not given)
  8.7	0.0%
> O=C(c1ccco1)N1CCC(N2CCN(c3ccccc3)CC2)CC1
  35.0	2.8%

(cont.)
Each structure is followed by: RmlCD inh 1536	M. tuberculosis GlmU
> C#CCOC(=O)c1ccccc1C(=O)n1nnc2ccccc21
  .	-3.7%
> Cc1ccc(CN2CCN(Cc3cn(C)nc3C)CC2CCO)o1 (stereo not given)
  10.6	4.1%
> Nc1ncnc2c1ncn2CCOc1ccccc1
  -4.4	-1.8%
> COc1ccc(CN(CCC(c2ccco2)C(C)C)C(C)=O)cc1OC (stereo not given)
  4.1	-7.3%
> O=C(CSc1nc(-c2ccco2)cc(C(F)(F)F)n1)NCC1CCCO1 (stereo not given)
  .	-5.7%
> O=C(CSc1nnnn1-c1ccc2c(c1)CCC2)NCc1cccs1
  .	0.2%
> CCOC(=O)N1CCN(C(c2cccnc2)c2ccc3cccnc3c2O)CC1 (stereo not given)
  -4.3	2.8%
> CCCc1nc2oc3c(OCC)ncnc3c2c2c1COC(C)(C)C2
  -9.5	2.7%
> NC(=O)CSc1ncnc2c1nnn2Cc1ccc(F)cc1
  8.6	-2.1%
> O=C(COc1ccccc1Br)NCc1ccccn1
  .	6.5%
> Cc1cc(C)nc(NC2=NC3CCCCC3N2)n1 (stereo not given)
  .	5.0%
> CC(OC(=O)c1ccccc1NCc1ccco1)C(=O)Nc1ncc(Cl)cc1Cl (stereo not given)
  .	7.6%
> O=C(Nc1ccccn1)C1CCN(S(=O)(=O)c2cccc3nonc23)CC1
  4.8	-5.4%
> O=C(c1ccc(F)cc1)C1CCN(C(=O)c2ccncc2)CC1
  14.8	-7.7%
> Nc1c(C(=O)NCc2ccccc2)nnn1Cc1ccc(F)cc1
  -5.3	-3.5%
> Cn1c2ccccc2c2c(C(=O)N3CCN(C(=O)c4ccco4)CC3)cn(C3CCCCC3)c(=O)c21
  -13.5	-3.9%
> COc1ccc2nc(C(F)(F)Cl)c(C#N)c(N)c2c1
  1.1	0.4%
> CC(C(=O)O)N(C(=O)c1ccccc1)c1ccc(F)cc1 (stereo not given)
  -7.5	-3.9%
> O=C(Nc1cccc2ncccc12)c1ccc(-c2ccc(Br)cc2)o1
  6.1	-0.4%
> COCCOC(=O)c1c(NC(=O)CNC2CCCc3ccccc32)sc(C(N)=O)c1C (stereo not given)
  -6.2	-1.2%

Compound profiles, as listed above. Order of values: RmlCD inh 1536	M. tuberculosis GlmU
Profile of CC(OC(=O)c1ccccc1NCc1ccco1)C(=O)Nc1ncc(Cl)cc1Cl (stereo not given) = .	7.6%
Profile of COCCOC(=O)c1c(NC(=O)CNC2CCCc3ccccc32)sc(C(N)=O)c1C (stereo not given) = -6.2	-1.2%
Profile of O=C(Nc1cccc2ncccc12)c1ccc(-c2ccc(Br)cc2)o1 = 6.1	-0.4%
Profile of Cn1c2ccccc2c2c(C(=O)N3CCN(C(=O)c4ccco4)CC3)cn(C3CCCCC3)c(=O)c21 = -13.5	-3.9%
Profile of Cc1cc(C)nc(NC2=NC3CCCCC3N2)n1 (stereo not given) = .	5.0%

Following part:
Each structure is followed by: RmlCD inh 1536	M. tuberculosis GlmU
> COc1cc(C2=NOC(C(=O)N3CCOCC3)C2)cc(OC)c1OC (stereo not given)
  -5.8	2.5%
> CC(=O)NC(=O)c1ccc(-c2ccc(Cl)cc2)o1
  .	1.3%
> CCOc1ccc(-c2cc(CCCC(=O)Nc3cccc(OC)c3)no2)cc1
  .	2.9%
> CCCCCCCCN1[C@@H](CC(=O)OCC)c2cc(C(F)(F)F)ccc2S1(=O)=O
  .	0.4%
> COc1cccc(CNc2nc3ccccc3n2CCN2CCCCC2)c1OC
  .	-0.6%
> CCc1ccc(CN(C)C(=O)CC2C(=O)NCCN2Cc2ccoc2)cc1 (stereo not given)
  10.8	-2.6%
> O=C(Nc1ccc2snnc2c1)N1CCN(c2ccccc2)CC1
  .	-1.3%
> CCC(CC)C(=O)Nc1cc(OC)c(OC)cc1C(=O)O
  .	3.4%
> COc1cc(NS(C)(=O)=O)c(OC)cc1NC(=O)c1cccc(F)c1
  .	-4.9%
> CCOc1ccc(C(C)=O)cc1CSc1nc2nc(C)cc(C)n2n1
  3.3	-1.9%

Next section:
| compound | RmlCD inh 1536 | M. tuberculosis GlmU |
| --- | --- | --- |
| O=C(OCn1nnc2ccccc2c1=O)c1ccc(N2CCOCC2)c([N+](=O)[O-])c1 | -10.6 | -5.2% |
| Cc1sc2nc(CSc3cccc(C(F)(F)F)c3)[nH]c(=O)c2c1C | 9.3 | 0.5% |
| O=C(O)CC1S/C(=N/N=C/c2ccc(Br)cc2)N(c2ccccc2)C1=O (stereo not given) | . | -3.3% |
| O=C(NCCN1C(=O)C2C3C=CC(C3)C2C1=O)N1CCCCC1 (stereo not given) | 17.8 | -0.1% |
| COc1ccc(OC)c(C(O)c2coc3ccc(O)c(CN4CCOCC4)c23)c1 (stereo not given) | 95.7 | 0.9% |
| CC(C)NCC(=O)Nc1c2c(nc3ccccc13)CCC2 | -4.3 | -0.6% |
| Cc1cc(C(=O)OCC(=O)NCc2ccco2)c(C)n1-c1ccccc1 | -4.9 | 4.0% |
| Fc1ccccc1N1CCN(Cc2cnc(Cl)s2)CC1 | . | -3.7% |
| COc1ccc(C)cc1NC(=S)NC(C)c1ccc(OC)c(OC)c1 (stereo not given) | . | -5.0% |
| C=C(C)COc1ccc(-c2[nH]ncc2-c2ccc(Br)cc2)c(O)c1 | . | 2.8% |
| Cc1cccc(NC2=CC(=O)OC(C)C2)c1 (stereo not given) | -4.9 | -0.7% |
| Cc1c(Br)ccc(NC(=O)CCN2C(=O)C3C4CCC(C4)C3C2=O)c1C (stereo not given) | . | 1.6% |
| O=C(CN(C(=O)CCC(=O)Nc1nccs1)c1ccc(F)c(Cl)c1)NCc1ccco1 | 5.5 | -2.6% |
| Nc1ncnc(Nc2cccc(C(F)(F)F)c2)n1 | 11.6 | 1.4% |
| O=C(NC1CC1)c1ccc(COc2ccc(F)cc2)o1 | 15.1 | -2.5% |
| COc1ccccc1NC(=O)Cc1noc(CSc2nnc(C)s2)n1 | 6.9 | 5.1% |
| N#CC1=C(N)Oc2nc(-c3ccccc3)[nH]c2C1c1cccnc1 (stereo not given) | -4.2 | 3.3% |
| CCN1CCN(CC(=O)Nc2c(C(=O)OC)[nH]c3cccc(Cl)c23)CC1 | -9.4 | -1.4% |
| COCCNC(=O)C(c1cccs1)N(Cc1ccccc1)C(=O)Cn1nnc2ccccc21 (stereo not given) | -7.3 | -2.8% |
| COc1cc(C(=O)NCc2nnc(SCC(=O)N3CCCc4ccccc43)o2)cc(OC)c1OC | -5.6 | 1.4% |
| CCN(C(=O)CCC(=O)N(CC)c1ccccc1)c1ccccc1 | -4.2 | 3.2% |
| O=C(Cc1ccc(Cl)cc1)Nc1cc(S(=O)(=O)N2CCOCC2)ccc1N1CCCC1 | . | -3.7% |
| CCC(Oc1ccccc1)C(=O)Nc1ccccc1OC (stereo not given) | -7.5 | 2.9% |
| COc1ccc(-n2c(/C=C(\C)O)nc(=O)c3c(C)cc(C)nc32)cc1 | 8.7 | -5.5% |
| Cc1ccccc1Nc1nc2nonc2nc1N1CCOCC1 | . | 1.1% |
| Cc1nc2ccccc2nc1N1CCOCC1 | . | 0.0% |
| COc1ccc(-c2[nH]n(-c3ccc([N+](=O)[O-])cc3)c(=O)c2C=NCc2ccccc2)cc1 | -10.4 | 6.5% |
| O=Cc1cn(Cc2ccc([N+](=O)[O-])cc2)c2ccccc12 | 6.7 | -0.5% |
| Cc1c(Br)c([N+](=O)[O-])nn1CC(=O)Nc1c(C)n(C)n(-c2ccccc2)c1=O | . | -1.5% |
| CN(C)c1nc(N/N=C/c2c[nH]c3ccccc23)nc(N2CCOCC2)n1 | . | -2.1% |
| COc1cccc(C(C(=O)NC(C)(C)C)N(CCC(C)C)C(=O)CCC(=O)Nc2cc(C)on2)c1OC (stereo not given) | 12.2 | -0.2% |
| COCn1c(COc2ccccc2)nc2ccccc21 | . | 2.8% |
| CC(=O)N1CN(C(C)=O)CN(C(C)=O)C1 | 9.4 | -0.1% |
| O=C(N/N=C/c1c[nH]c2ccccc12)c1cc(-c2ccccc2)n[nH]1 | 5.3 | -2.7% |
| O=C(Nc1ccccc1)NC1CCN(Cc2ccccc2)CC1 | 9.3 | -6.1% |
| CCCn1c(CN2CCN(C)CC2)nc2ccccc21 | 14.1 | -3.7% |
| Nn1c(=O)c2ccccc2n2c(SCc3ccccc3)nnc12 | 9.3 | 0.4% |
